Tb PYK inh – inhibitors of Trypanosoma brucei pyruvate kinase | actives 0.12% (n = 410,000) | TbPYK enzyme, Kinase-Glo Plus ATP luminescence, 45 min | Potency, µM (top dose mostly 76.8 µM), inactives show at the highest dose activity, negative = inhibition, usual class: inhibitors | AID 624173; also: potency is read from the fitted curve at half-maximal effect; nearly all actives have a fitted effect of over 50% in size
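Enzyme and substrate buffer are dispensed first and compound is pin-transferred. ADP at 130 uM final then starts the reaction, which runs 45 min at room temperature. Detection reagent is added for 10 min before luminescence is imaged.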
AmpC inh detg – inhibitors of E. coli AmpC beta-lactamase with detergent. actives 0.041% (n = 370,000). Potency, µM (doses to about 114 µM), inactives show at the highest dose activity change, negative = inhibition, actives largely listed as inhibitors. AmpC hydrolysis of nitrocefin, absorbance 480 nm, 0.01% Triton. AID 485294. P00811;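 also: potency is read from the fitted curve at half-maximal effect; 0% = no-compound wells and -100% = no-enzyme wells; nearly all actives have a fitted effect of over 25% in size; some results filed as inactive show a strong effect at the top dose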
Target sequence (P00811 whole entry, looked up): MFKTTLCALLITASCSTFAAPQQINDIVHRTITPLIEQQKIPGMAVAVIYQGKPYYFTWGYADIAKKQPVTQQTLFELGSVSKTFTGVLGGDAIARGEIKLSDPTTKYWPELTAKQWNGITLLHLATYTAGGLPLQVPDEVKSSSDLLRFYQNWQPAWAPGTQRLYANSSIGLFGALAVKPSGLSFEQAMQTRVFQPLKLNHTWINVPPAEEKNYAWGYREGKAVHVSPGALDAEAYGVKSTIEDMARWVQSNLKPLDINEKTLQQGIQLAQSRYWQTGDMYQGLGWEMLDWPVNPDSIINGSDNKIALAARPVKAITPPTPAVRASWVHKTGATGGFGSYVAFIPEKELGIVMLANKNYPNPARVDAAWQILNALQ
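AmpC (5.3 nM in the dispensed reagent) in 20 mM phosphate pH 7.0 with 0.01% (detergent screen) or 0.0001% Triton X-100 was preincubated with compounds for 15 min at room temperature. Nitrocefin was then added from an 800 uM solution, and hydrolysis was followed at 480 nm.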
LmPK inh – inhibitors of Leishmania mexicana pyruvate kinase. purified LmPK, Kinase-Glo ATP luminescence, 1 h. Potency, µM (series often up to 57.5 µM), inactives show at the highest dose activity change, negative = inhibition, actives largely listed as inhibitors. AID 1721. Q27686. actives 0.37% (n = 290,000); also: potency is read from the fitted curve at half-maximal effect
Target sequence (Q27686 whole entry, looked up): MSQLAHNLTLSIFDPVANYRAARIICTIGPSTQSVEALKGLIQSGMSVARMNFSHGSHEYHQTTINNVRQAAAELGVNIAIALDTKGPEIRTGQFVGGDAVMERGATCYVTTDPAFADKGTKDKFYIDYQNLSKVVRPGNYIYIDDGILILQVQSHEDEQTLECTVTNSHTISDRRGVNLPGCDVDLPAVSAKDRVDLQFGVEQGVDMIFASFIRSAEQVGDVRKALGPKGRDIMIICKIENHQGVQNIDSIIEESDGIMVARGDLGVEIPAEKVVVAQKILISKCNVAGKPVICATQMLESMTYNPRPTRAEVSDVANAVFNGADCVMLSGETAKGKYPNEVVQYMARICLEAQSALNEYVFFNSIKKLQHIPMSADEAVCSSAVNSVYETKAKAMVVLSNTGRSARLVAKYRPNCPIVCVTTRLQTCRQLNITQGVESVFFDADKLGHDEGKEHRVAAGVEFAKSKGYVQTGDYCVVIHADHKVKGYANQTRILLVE
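0.1 nM LmPK, 0.5 mM PEP, 0.1 mM ADP; 50 mM imidazole pH 7.2, 7 mM MgCl2, 50 mM KCl; 1 h RT. Kinase-Glo luminescence readout, normalized to no-enzyme (full inhibition) and uninhibited wells.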
HCMV inh – human cytomegalovirus inhibition; activity change, negative = inhibition, % at 57.5 µM; HFF cells, HCMV-luciferase reporter, 72 h; stronger effect = lower value; actives 4.5% (n = 410,000); in the data active = activity change below about -60%; inconclusive = no clear call, values can overlap the other calls; inactive = above about -39%
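After 16 h attachment at 37C, HFF cells received test compound and HCMV-luciferase (1 PFU/cell); reporter luminescence read 72 h later, data normalized against buffer-only and known inhibitor Salinomycin.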
AmpC no deterg – blocks E. coli AmpC beta-lactamase in detergent-free assay. actives 0.52% (n = 330,000). P00811. AmpC nitrocefin hydrolysis, absorbance 480 nm, 0.0001% Triton. Potency, µM (doses to about 57.1 µM), for the others: at the highest dose activity change, negative = inhibition, usual class: inhibitors. AID 485341;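 also: potency is read from the fitted curve at half-maximal effect; plate controls were no compound for no effect and no enzyme for full effect; nearly all actives have a fitted effect of over 20% in size; some results filed as inactive show a strong effect at the top dose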
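20 mM phosphate pH 7.0 + 0.01% (detergent screen) or 0.0001% Triton X-100; 5.3 nM AmpC reagent; cpd preinc 15 min RT; nitrocefin (800 uM stock) to start; A480 q20 s × 4 min; Activity was normalised to no-enzyme and no-compound control wells.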
AMA1 RON2 block – AMA1-RON2 (P. falciparum) interaction inhibition. actives 0.2% (n = 360,000). Potency, µM (series often up to 58.2 µM), for inactives: at the highest dose activity change, negative = inhibition, actives largely listed as inhibitors. AlphaScreen AMA1-biotinylated RON2 peptide binding;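 also: potency is read from the fitted curve at half-maximal effect; 0% = vehicle wells and -100% = peptide control; nearly all actives have a fitted effect of over 45% in size; some results filed as inactive show a strong effect at the top dose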
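AMA1 (3D7) with his tag at 25 nM final met compounds first, then biotinylated RON2 peptide at 25 nM; detection used donor plus acceptor beads, 10 µg/mL apiece, read by AlphaScreen after 30 min at room temperature.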
HCV inh – inhibitors of hepatitis C virus infection. Huh7.5.1 HCVcc-Cre infection, luciferase reporter, 44 h. Potency, µM (highest dose often 41.8 µM), for inactives: at the top dose activity change, negative = inhibition, most hits filed as inhibitors. actives 3.4% (n = 340,000). AID 651820; also: potency is read from the fitted curve at half-maximal effect
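Compounds are dispensed onto cells plated 4 h earlier at 1,000 per well, with HCVcc-Cre virus (about 0.5 moi) added next. Following 44 h of culture, luminescent signal is measured for 15 sec after 15 min with substrate at room temperature.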
* = called active by the depositor; [ ] = another dose, or the depositor's remark. Unless noted, calls follow the shape of the dose curve; as a rule, active = well fitted curve in the direction sought with a large enough effect; inconclusive = small, poorly fitted or top-dose-only effect, or another doubt; inactive = no such curve, though single readings can be large; an effect the other way counts as inactive or inconclusive. Unless noted, % is scaled to controls: 0 for no effect and ±100 for the full control effect.

Results for Cc1c(NC2(C#N)CCCC2)c(=O)n(-c2ccccc2)n1C ?
Tb PYK inh: 5%; AmpC inh detg: -6%; LmPK inh: -6%; AmpC no deterg: 0%; AMA1 RON2 block: 0%; HCV inh: -4%

How did O=[N+]([O-])c1cc([N+](=O)[O-])c(Oc2cc(F)ccc2F)cc1NN1CCCCC1 do in these assays?
Tb PYK inh: -5%; AmpC inh detg: -5%; LmPK inh: 0%; HCMV inh: -85*; AmpC no deterg: -9%; AMA1 RON2 block: -1%; HCV inh: 2%

How did CCC(C(=O)NN1C(=O)c2ccccc2C1=O)c1ccccc1 (configuration not stated) do in these assays?
Tb PYK inh: 4%; AmpC inh detg: -16%; LmPK inh: 0%; HCMV inh: -5; AmpC no deterg: -18%; AMA1 RON2 block: 9%; HCV inh: 12%

How did Cc1[nH]n(-c2ccccc2)c(=O)c1C=NCC1CCCO1 (configuration not stated) do in these assays?
Tb PYK inh: -1%; AmpC inh detg: -1%; LmPK inh: -2%; HCMV inh: -4; AmpC no deterg: -21%; AMA1 RON2 block: -4%; HCV inh: 13%

How did Cc1c(C)n(Cc2ccccc2)c2ccc(C(=O)NCCCN3CCOCC3)cc12 do in these assays?
Tb PYK inh: -9%; AmpC inh detg: inconclusive; LmPK inh: 6%; HCMV inh: -22; AmpC no deterg: 174%[activator]; AMA1 RON2 block: inconclusive; HCV inh: inconclusive

How did C=C(C)CNC(=S)NNC(=O)CCn1c2ccc(Cl)cc2c2cc(Cl)ccc21 do in these assays?
Tb PYK inh: -18%; AmpC inh detg: -7%; LmPK inh: 5%; HCMV inh: -82*; AmpC no deterg: -28%; AMA1 RON2 block: 13%; HCV inh: -28%

How did Cc1ccc(-c2nc(CS(=O)(=O)CC(=O)N3CCCCCC3)c(C)o2)cc1 do in these assays?
Tb PYK inh: 6%; AmpC inh detg: -12%; LmPK inh: 0%; HCMV inh: inconclusive; AmpC no deterg: 6.3µM*; AMA1 RON2 block: 4%; HCV inh: inconclusive

Results for COc1cccc(Nc2ccc(-n3ccnc3)nn2)c1 ?
Tb PYK inh: 3%; AmpC inh detg: 5%; LmPK inh: 0%; HCMV inh: -13; AmpC no deterg: -25%; AMA1 RON2 block: -3%; HCV inh: -27%

What do the screens show for `Cc1ccccc1NC(=O)CN1C(=O)NC2(CCCCC2)C1=O`?
Tb PYK inh: -10%; AmpC inh detg: -1%; LmPK inh: 2%; HCMV inh: 28; AmpC no deterg: -19%; AMA1 RON2 block: 0%; HCV inh: 10%

How did Cc1cccc(NC(=O)CN2CCN(C(=O)c3cc(C4CC4)nn3-c3ccccc3)CC2)c1C do in these assays?
Tb PYK inh: -7%; HCMV inh: 3; AMA1 RON2 block: 11%

What do the screens show for `COc1cccc2cc(C(=O)NCCc3ccccc3)c(=O)oc12`?
Tb PYK inh: 5%; AmpC inh detg: 3%; LmPK inh: 7%; HCMV inh: -11; AmpC no deterg: -1%; AMA1 RON2 block: 5%; HCV inh: 23%

How did CN(C)S(=O)(=O)c1cc(NC(=O)COC(=O)CC2Sc3ccccc3NC2=O)ccc1Cl (configuration not stated) do in these assays?
Tb PYK inh: -7%; HCMV inh: 7; AmpC no deterg: -30%; AMA1 RON2 block: 5%; HCV inh: 10%

How did CN(Cc1ccc2c(c1)CCCN2C)C(=O)[C@H]1O[C@@H](n2cnc3c(N)ncnc32)[C@H](O)[C@@H]1O do in these assays?
Tb PYK inh: 7%; HCMV inh: 5; AMA1 RON2 block: -12%

How did COC(=O)c1c(C)oc2ccc(NS(=O)(=O)c3cc(OC)ccc3OC)cc12 do in these assays?
Tb PYK inh: 2%; AmpC inh detg: -10%; LmPK inh: -2%; HCMV inh: -62*; AmpC no deterg: -4%; AMA1 RON2 block: 9%; HCV inh: 1%

Results for COc1ccc(N=C2C(=O)N3c4c(cccc42)C(C)=CC3(C)C)cc1 ?
Tb PYK inh: -8%; AmpC inh detg: -2%; LmPK inh: -2%; HCMV inh: -63*; AmpC no deterg: -28%; AMA1 RON2 block: -23%; HCV inh: inconclusive

Looked up one by one from above (3):
How did CCC(C(=O)NN1C(=O)c2ccccc2C1=O)c1ccccc1 (configuration not stated) do in these assays?
Tb PYK inh: 4%; AmpC inh detg: -16%; LmPK inh: 0%; HCMV inh: -5; AmpC no deterg: -18%; AMA1 RON2 block: 9%; HCV inh: 12%

How did Cc1c(C)n(Cc2ccccc2)c2ccc(C(=O)NCCCN3CCOCC3)cc12 do in these assays?
Tb PYK inh: -9%; AmpC inh detg: inconclusive; LmPK inh: 6%; HCMV inh: -22; AmpC no deterg: 174%[activator]; AMA1 RON2 block: inconclusive; HCV inh: inconclusive

How did COC(=O)c1c(C)oc2ccc(NS(=O)(=O)c3cc(OC)ccc3OC)cc12 do in these assays?
Tb PYK inh: 2%; AmpC inh detg: -10%; LmPK inh: -2%; HCMV inh: -62*; AmpC no deterg: -4%; AMA1 RON2 block: 9%; HCV inh: 1%

(more compounds)
Results for NNC(=O)Cc1cc(=O)[nH][nH]1 ?
Tb PYK inh: 2%; HCMV inh: -19; AMA1 RON2 block: 78%[activator]

Results for Cc1ccc(CCNC(=O)C2CC(c3cc(C(F)(F)F)cc(C(F)(F)F)c3)=NO2)cc1 (configuration not stated) ?
Tb PYK inh: 2%; AmpC inh detg: 2%; LmPK inh: 0%; HCMV inh: -28; AmpC no deterg: -5%; AMA1 RON2 block: -1%; HCV inh: 16%

How did CCOc1ccc(N2CC(C(=O)Nc3nnc(CC)s3)CC2=O)cc1 (configuration not stated) do in these assays?
Tb PYK inh: -30%; AmpC inh detg: -3%; LmPK inh: 1%; HCMV inh: -14; AmpC no deterg: -2%; AMA1 RON2 block: 2%; HCV inh: -5%

What do the screens show for `COc1ccc2cc(C(=O)C3CCCN(Cc4cnc(N5CCOCC5)s4)C3)ccc2c1` (configuration not stated)?
Tb PYK inh: 0%; AmpC inh detg: 7%; LmPK inh: 2%; HCMV inh: -65*; AmpC no deterg: 209%[activator]; AMA1 RON2 block: -28%; HCV inh: inconclusive

How did CCOc1ccc(NC(=O)c2c(NC(=O)Cc3ccccc3)sc3c2CCC(C)C3)cc1 (configuration not stated) do in these assays?
Tb PYK inh: -22%; AmpC inh detg: -7%; HCMV inh: -35

How did CCN(c1ccccc1)S(=O)(=O)c1cccc(C(=O)NCCN2CCOCC2)c1 do in these assays?
Tb PYK inh: 1%; AmpC inh detg: -9%; HCMV inh: 0; AmpC no deterg: 21%; AMA1 RON2 block: -4%; HCV inh: 5%

How did C[n+]1ccc(/C=C/c2ccc(Br)cc2)cc1 do in these assays?
Tb PYK inh: 0%; AmpC inh detg: inconclusive; LmPK inh: -4%; HCMV inh: -63*; AmpC no deterg: -6%; AMA1 RON2 block: -17%; HCV inh: inconclusive

How did COc1ccccc1N1CCN(CCC(=O)Nc2ccc(F)cc2)CC1 do in these assays?
Tb PYK inh: 0%; AmpC inh detg: inconclusive; LmPK inh: -5%; HCMV inh: 13; AmpC no deterg: -6%; AMA1 RON2 block: 2%; HCV inh: -7%

What do the screens show for `COc1ccc(C2CC(=O)N(Cc3cccc(C)c3)c3c2c(C)nn3-c2nc(C)cc(C)n2)c(OC)c1` (configuration not stated)?
Tb PYK inh: 3%; AmpC inh detg: 21%; HCMV inh: -25

How did COc1cccc(-c2cc(C(=O)Nc3cc(Cl)ccc3O)on2)c1 do in these assays?
Tb PYK inh: 0%; AmpC inh detg: 5%; HCMV inh: 39

Results for COc1cccc(NC(=S)N2c3ccccc3CC2C)c1 (configuration not stated) ?
Tb PYK inh: -10%; AmpC inh detg: inconclusive; LmPK inh: 6%; HCMV inh: 41; AmpC no deterg: -38%; AMA1 RON2 block: 57%[activator]; HCV inh: -3%

Results for CCN(CC)c1ccc(/C=C(/C#N)C(=O)NC(C)C)o1 ?
Tb PYK inh: -2%; AmpC inh detg: -14%; LmPK inh: 2%; HCMV inh: 27; AmpC no deterg: -15%; AMA1 RON2 block: -19%; HCV inh: 0%

Results for Cc1cccc2cc(CN(Cc3cccs3)S(=O)(=O)c3ccc4c(c3)OCCO4)c(=O)[nH]c12 ?
Tb PYK inh: -3%; AmpC inh detg: -12%; LmPK inh: -1%; HCMV inh: -84*; AmpC no deterg: -23%; AMA1 RON2 block: -7%; HCV inh: inconclusive

What do the screens show for `CCOc1ccc(NC(=O)C2CCN(c3nnc(-n4c(C)ccc4C)s3)CC2)cc1`?
Tb PYK inh: -1%; AmpC inh detg: -2%; HCMV inh: -30

What do the screens show for `COc1ccc([C@H]2CC(=O)C[C@@H](CCn3cc(CC4CCCC4)nn3)O2)cc1`?
Tb PYK inh: -2%; HCMV inh: -3; AMA1 RON2 block: 3%

How did CC(=O)Nc1ccc(C(=O)N2CCCC2)cc1 do in these assays?
Tb PYK inh: 6%; AmpC inh detg: -5%; LmPK inh: 1%; HCMV inh: -35; AmpC no deterg: -8%; AMA1 RON2 block: -8%; HCV inh: -1%

Results for O=C(/C=C/c1ccc2c(c1)OCO2)c1ccco1 ?
Tb PYK inh: -14%; AmpC inh detg: -2%; LmPK inh: inconclusive; HCMV inh: 56; AmpC no deterg: -18%; AMA1 RON2 block: -23%; HCV inh: 4%

Results for Cc1cccc(-n2c(O)c(C=NC34CN5CN(CN(C5)C3)C4)c(=O)[nH]c2=O)c1 ?
Tb PYK inh: -4%; AmpC inh detg: inconclusive; LmPK inh: -6%; HCMV inh: -2; AmpC no deterg: -5%; AMA1 RON2 block: 114%[activator]; HCV inh: 3%

Results for Cc1ccc(OCC(=O)OCC(=O)NC2CC2)cc1C ?
Tb PYK inh: -2%; AmpC inh detg: -5%; HCMV inh: 1; AmpC no deterg: -6%; AMA1 RON2 block: -4%; HCV inh: -20%

What do the screens show for `CC(NC(c1ccccc1)c1ccccc1)C(=O)N1CCCc2ccccc21` (configuration not stated)?
Tb PYK inh: -6%; AmpC inh detg: -1%; LmPK inh: 5%; HCMV inh: -25; AmpC no deterg: 46%; AMA1 RON2 block: -15%[2.32 µM]; HCV inh: -10%

What do the screens show for `Cc1cc(C)n2nc(SC(C)C(=O)Nc3ccc(Cl)cn3)nc2n1` (configuration not stated)?
Tb PYK inh: 1%; AmpC inh detg: -13%; LmPK inh: -1%; HCMV inh: 22; AmpC no deterg: -11%[11.4 µM]; AMA1 RON2 block: -1%; HCV inh: inconclusive

What do the screens show for `COCCNC(=O)c1cc2c(c(-c3cccc(-c4cc5ccccc5o4)c3)n1)[C@@H](CCO)N(S(=O)C(C)(C)C)C2` (some centres not stated)?
Tb PYK inh: -2%; HCMV inh: 23; AMA1 RON2 block: -4%

Bioassay records deposited in PubChem by National Center for Advancing Translational Sciences (NCATS).
